RmlCD inh mix = mixture blocks RmlC and RmlD coupled enzyme activity; RmlC/RmlD coupled enzyme inhibition, 384-well mixture HTS; 110,000 tested, 0.39% active; inhibition, % at 5.5 µM; in the data active = inhibition above about 30%, passing the limit was not always enough; inconclusive = no clear call, values can overlap the other calls; also: strong numbers were not always called active
RT RNaseH block = inhibitors of HIV-1 reverse transcriptase RNase H; P04585; inhibition, % at 10 µM; RT-RNase H RNA/DNA duplex cleavage, fluorescence; 65,000 tested, 1.9% active; in the data active = inhibition above about 50%
The depositor's hits bear a star; ? = inconclusive; . = no result given. The list is partial; the hit share may differ from the screen's.

nr	SMILES	RmlCD inh mix	RT RNaseH block
1	COCCn1c(SCC(=O)Nc2sc(C)c(C)c2C#N)nnc1-c1ccc(OC)cc1	11	-4
2	Cc1cccc(N2CCN(Cc3oc(CO)cc(=O)c3O)CC2)c1C	-9	.
3	COCCOc1ccc(C(F)(F)F)cc1NC(=O)COC(=O)c1c(C)noc1C	-1	-4
4	CCCC(=O)OCC(=O)Nc1ccc(OC(F)F)cc1	1	.
5	COc1ccccc1NC(=O)C1=C(C)Nc2nc(-c3cccs3)nn2C1c1cccnc1 (centres undefined)	-10	-8
6	CC(=O)c1cc(OC(=O)N2CCOCC2)ccc1OC(=O)N1CCOCC1	5	-16
7	COCCCNC(=O)CSc1ccc(Cl)cc1	1	-5
8	Cc1ccc(-c2nc(C#N)c(NCc3cccc4c3OCO4)o2)cc1	-1	-49
9	COc1ccc(C(=O)c2c[nH]c3ccccc23)cc1	-6	-3
10	O=C(NCC(=O)N(c1ccccc1F)C(C(=O)NCC1CCCO1)c1ccccc1)c1ccco1 (centres undefined)	-17	-8
11	COc1ccc(/C=C\C(=O)CC(O)(c2ccccc2)C(F)(F)F)cc1 (centres undefined)	4	.
12	CC1CN(c2nc3c(c(=O)[nH]c(=O)n3C)n2Cc2ccccc2F)CC(C)O1 (centres undefined)	1	7
13	Cc1ccc(NS(=O)(=O)c2ccc(CCC(=O)NCCO)cc2)cc1	-9	.
14	O=C(Oc1ccccc1Cl)c1ccc(-n2cncn2)nc1	-3	.
15	O=C(O)Cn1nc(-c2ccccc2)oc1=O	-15	.
16	CC(C)c1cc(Nc2cccc(O)c2)cc(C(C)C)c1O	18	29
17	Clc1ccc(C2=Nn3c(nnc3-c3n[nH]c4c3CCC4)SC2)cc1Cl	13	-25
18	CC(=O)Nc1ccc(S(=O)(=O)N2CCN(CCC#N)CC2)cc1	8	-8
19	CCOc1ccc(-c2noc(-c3ccncc3)n2)cc1OCC	3	-7
20	Nn1c(SCC(=O)NCCC2=CCCCC2)nnc1C1CCCCC1	9	-5
21	COc1cc(C(c2nnnn2C(C)(C)C)N2CCN(C)CC2)cc(OC)c1OC (centres undefined)	11	-5
22	Cc1c(Cl)c(C(=O)NC2CCCC2)nn1C	-6	.
23	O=C(NC1CCCC1)c1ccc(S(=O)(=O)N2CCCC2)cc1	8	1
24	O=C(CSC1CCCCC1)N1CCN(c2ccccc2)CC1	.	12
25	C/C=C\C(=O)Nc1cccc(C2=NOC3(C2)C[C@H](C(N)=O)N(C(=O)[C@H]2CCC(=O)N2)C3)c1 (some centres undefined)	-105	.

The closing four records of the part before are carried over, then new ones follow:
nr	SMILES	RmlCD inh mix	RT RNaseH block
22	Cc1c(Cl)c(C(=O)NC2CCCC2)nn1C	-6	.
23	O=C(NC1CCCC1)c1ccc(S(=O)(=O)N2CCCC2)cc1	8	1
24	O=C(CSC1CCCCC1)N1CCN(c2ccccc2)CC1	.	12
25	C/C=C\C(=O)Nc1cccc(C2=NOC3(C2)C[C@H](C(N)=O)N(C(=O)[C@H]2CCC(=O)N2)C3)c1 (some centres undefined)	-105	.
26	Cc1sc2nc(SCC(=O)N3CCCCC3)[nH]c(=O)c2c1C	-8	1
27	Cn1c(=O)n(CCN2CCOCC2)c(=O)c2c1nc1n2CCN1c1ccccc1	.	-2
28	CC(C)C(=O)N1CCN(c2ccc(NC(=O)c3cccs3)cc2)CC1	8	.
29	Cc1cccc(-n2ncc3c(N4CCCC4)ncnc32)c1	-5	-15
30	CCSc1nc2sc3c(c2c2nnc(SCC(=O)NCc4ccco4)n12)CCCC3	.	-1
31	Cc1ccc(N=Cc2nc(/C=C/c3cccc([N+](=O)[O-])c3)oc2O)cc1	?	.
32	O=C(O)c1ccc(CSc2n[nH]c(-c3ccco3)n2)cc1	-9	40
33	Clc1ccc(CSc2nnc(-c3ccncc3)o2)c(Cl)c1	-10	4
34	COc1ccc(-c2cc(C(F)(F)F)n3nc(C(=O)N4CCCC4)cc3n2)cc1	-3	6
35	Cc1csc(NC(=O)C2CCN(S(=O)(=O)c3ccc4c(c3)oc(=O)n4C)CC2)n1	11	.
36	O=C(NC12CC3CC(CC(C3)C1)C2)c1cc2nc(-c3ccco3)cc(C(F)(F)F)n2n1	-7	3
37	Cc1cc(NS(=O)(=O)c2ccc(NC(=O)Nc3ccccc3)cc2)no1	6	1
38	COc1cc2c(cc1OC)-c1cc(N3CCCCCC3)nc(=O)n1CC2	6	-25
39	CCC1CCCCN1C(=O)c1nn2cccnc2c1Cl (centres undefined)	7	-3
40	Cc1cc(=O)[nH]c2c1c(C)nn2C1CCOC(C)(C)C1 (centres undefined)	-12	.
41	COc1cccc(Nc2ncnc3ccccc23)c1	3	.
42	O=C(c1cc(-c2ccc3c(c2)OCO3)on1)N1CCN(c2ccccc2)CC1	8	-2
43	COc1ccc(C2C(C#N)=C(N)Oc3n[nH]c(C)c32)cc1Cn1nc(C)c([N+](=O)[O-])c1C (centres undefined)	-15	.
44	CCS(=O)(=O)NCc1cn2ccsc2n1	2	-13
45	COc1cc(C2=NOC(C(=O)Nc3ccc(C)cc3)C2)cc(OC)c1OC (centres undefined)	-10	-4
46	C=C(C)Cn1c(SCC(=O)O)nnc1-c1ccccc1	-12	.
47	Cc1nn(-c2ccccc2)c2sc(C(=O)OCc3nnc(-c4ccccc4)o3)cc12	-29	-45
48	Cc1cccc(N2CC(C(=O)Nc3ccc4c(c3)OCO4)CC2=O)c1C (centres undefined)	0	4
49	COc1c2ccc(C(=O)NCc3cc(C(F)(F)F)cc(C(F)(F)F)c3)cc2nn1C	-45	.
50	COCCn1nnnc1C(C(C)C)N1CCC(Cc2ccccc2)CC1 (centres undefined)	-11	-10
51	CC(C)CCNC(=O)Cc1c(C(=O)O)[nH]c2ccc(Cl)cc12	-5	-37
52	CCOC(=O)CN(C(=O)Cn1nnc2ccccc21)C(C(=O)NCCOC)c1ccccc1 (centres undefined)	-15	-1
53	COc1ccccc1C1=Nn2c(nnc2C2CCCCC2)SC1	-13	33
54	O=C(Cn1nc(-c2ccccc2)ccc1=O)N1CCOCC1	7	-10
55	CCOc1cc(CNCCSc2nnnn2C)cc(Br)c1OCc1ccccc1F	8	.
56	O=C(O)COc1ccc(Oc2ccccc2)cc1	-82	-3
57	O=C(CCN1CCN(CCO)CC1)Nc1ccc(F)c(F)c1	5	-7
58	C/C(N)=C(/C#N)C(=O)COC(=O)CC1CCCC1	13	-8
59	O=C(NC1CCCC1)C(c1ccc(Cl)cc1)N1CCOCC1 (centres undefined)	1	-7
60	Cc1ccccc1/C=C1\CCCc2ccccc2C1=O	-10	.
61	CCOC(=O)N1CCC(NC(=O)c2ccc3c(c2)ncn3C2CCCC2)CC1	.	6
62	COc1ccc(Br)cc1C(=O)Nc1cc(C)cc(C)c1	5	.
63	Cc1cc(NC(=O)CSc2nc3c(c(=O)n2-c2ccc(Cl)cc2)SCC3)no1	12	.
64	NNC(=O)CN1C(c2ccc(Cl)cc2)=Nc2ccc(Br)cc2C1c1ccccc1 (centres undefined)	-1	.
65	CCn1cc(C(=O)OCC(=O)Nc2cccc(S(=O)(=O)N3CCOCC3)c2)c(=O)c2ccc(C)nc21	6	.
66	Cc1ccc(NCc2nnc(SCC(=O)NCCc3ccccc3)n2C)cc1	8	-9
67	N=c1ccn(Cc2ccccc2Cl)cc1	-2	.
68	Cc1cc2oc3cc(NCCC4CCCN4C)ccc3c(=O)c2cc1C (centres undefined)	68*	.
69	Cc1cc(N2CCN(C(=O)c3ccco3)CC2)n2nc(C)nc2n1	.	-9
70	O=C(CSc1nc2c(cnn2-c2ccccc2)c(=O)[nH]1)c1ccc(Cl)cc1	6	-6
71	CC1(OC(=O)CCc2ccccc2)C(=O)C=C2C=C(c3ccc(C#N)cc3)N(c3ccccc3)C=C2C1=O (centres undefined)	-6	.
72	C[C@H](CCC(=O)O)[C@H]1CC[C@H]2[C@@H]3CC[C@@H]4C[C@H](O)CC[C@]4(C)[C@H]3C[C@H](O)[C@]12C	-7	.
73	O=C(Cn1nnc(-c2cccs2)n1)OC1CCCCC1	-16	-25
74	O=C1CC(Cc2ccccc2)C(=O)N1CCc1ccc2c(c1)OCO2 (centres undefined)	9	-6
75	CCOc1cc(-c2ccc(N)c(OCC)c2)ccc1N	-23	1

Random excerpt: 4 entries already listed, in no set order.
nr	SMILES	RmlCD inh mix	RT RNaseH block
55	CCOc1cc(CNCCSc2nnnn2C)cc(Br)c1OCc1ccccc1F	8	.
63	Cc1cc(NC(=O)CSc2nc3c(c(=O)n2-c2ccc(Cl)cc2)SCC3)no1	12	.
53	COc1ccccc1C1=Nn2c(nnc2C2CCCCC2)SC1	-13	33
65	CCn1cc(C(=O)OCC(=O)Nc2cccc(S(=O)(=O)N3CCOCC3)c2)c(=O)c2ccc(C)nc21	6	.

Continuation.
nr	SMILES	RmlCD inh mix	RT RNaseH block
76	O=C(NNC(=O)c1ccc(SCC2CCCO2)c([N+](=O)[O-])c1)c1ccc(F)cc1 (centres undefined)	-8	.
77	Cc1ccc(-c2noc(CCC(=O)Nc3ccc4c(c3)OCO4)n2)cc1	4	-2
78	O=C1NC(=O)[C@]2(Cc3ccccc3N3CCN(c4ccccc4)CC32)C(=O)N1Cc1ccccc1 (some centres undefined)	21	18
79	O=C(CN1C(=O)c2ccccc2S1(=O)=O)Nc1ccc(S(=O)(=O)N2CCCCC2)cc1	-2	-10
80	COc1cc(OC)c(OC)cc1C#N	-13	.
81	CCc1nnc(NC(=O)CN2CCN(C3CCCCC3)CC2)s1	7	0
82	CCCCc1nc(NCC2CCCO2)c(C#N)c2c1COC(C)(C)C2 (centres undefined)	-19	-5
83	COC(=O)N1N=C(c2ccccc2)CC1(O)C(F)(F)F (centres undefined)	12	.
84	CC(=O)Nc1ccc(Sc2ncccc2C(=O)Nc2ccc(F)cc2)cn1	5	.
85	CS(=O)c1ccccc1COC(=O)Nc1ccc(Cl)cc1 (centres undefined)	-14	.
86	COc1cc2[nH]c(=O)n(-c3cccc(Cl)c3)c(=O)c2cc1OC	-7	1
87	CCC(=O)Nc1cccc(NC(=O)c2cccnc2)c1	-13	-1
88	Cn1c(CNC(=O)Nc2cccc(Cl)c2)nnc1SCc1ccccc1	4	2
89	COc1cccc(C(=O)Nc2c(C(N)=O)oc3ccccc23)c1	-9	-20
90	Cc1ccccc1-c1nnc(NC(=O)CSc2nc3ccccc3s2)s1	11	.
91	Cc1ccccc1N(CC(=O)N/N=C/c1ccc(N(C)C)cc1)C(=O)c1ccccc1	-9	.
92	COC(=O)Cc1nnc(NC(=O)c2ccccc2)s1	3	5
93	O=C(c1ccc(CSc2nc3ccncc3[nH]2)cc1)N1CCN(c2cccc(Cl)c2)CC1	-11	.
94	CC(=O)c1ccc(N2CCN(C(=O)c3ccco3)C(C)C2)c(F)c1 (centres undefined)	-6	14
95	CC(C)(C)c1nc(CN2CCOCC2)ccc1O	-2	-10
96	CCOC(=O)c1c(C2COc3ccccc3O2)csc1N (centres undefined)	-8	-18
97	COc1ccc(OC)c(N(CC(=O)Nc2ccc3c(c2)OCO3)S(=O)(=O)c2ccccc2)c1	5	5
98	CCOC(=O)N1CCN(C(=O)c2cnn3ccccc23)CC1	-42	-10
99	COC(=O)Cn1c(=NC(=O)C(C)(C)C)sc2c(C)cc(C)cc21	6	.
100	CCc1ccc2oc(=O)cc(CN3CCC(C)CC3)c2c1	5	-11
101	CCOC(=O)c1ccc(N=Cc2nc(-c3ccccc3)oc2OC(C)=O)cc1	11	75*
102	Cc1ccc(CSCC(=O)N/N=C/c2sccc2C)cc1	-158	.
103	CCSc1nnc(NC(=O)c2ccc(Br)s2)s1	9	-3
104	Cc1occc1C(=O)NC(C)C(C)(C)C (centres undefined)	18	6
105	COCCNC(=O)c1onc(CSc2cc(C)cc(C)c2)c1C(=O)O	12	.
106	CCN1CCN(Cc2ccc(NC(=O)c3ccc(C)c(NC(=O)N4CCNC4=O)c3)cc2C(F)(F)F)CC1	4	.
107	CCCCOCCCNC(=O)N[C@@H](CCSC)C(=O)OC	-10	-11
108	CC(C)Cn1c(N)c(C(=O)CSc2nc3ccccc3n2C)c(=O)n(C)c1=O	-3	.
109	CCCN1Cc2cccc(C(=O)Nc3ccc(OC)c(OC)c3)c2C1=O	.	1
110	O=C1C2C3C=CC(C3)C2C(=O)N1c1ccc(-c2nc3ccccc3o2)cc1 (centres undefined)	140	7
111	O=C1OCCC1Sc1nnnn1-c1ccccc1 (centres undefined)	2	.
112	O=C1C2C(c3ccccc3)C=CC(c3ccccc3)C2C(=O)N1CCO (centres undefined)	54	-12
113	O=C(c1ccc(CS(=O)(=O)c2c(Cl)cccc2Cl)o1)N1CCCC1	-8	-5
114	C(=N\c1nc2ccccc2n1Cc1ccccc1)/c1cccs1	7	-73
115	Cc1ccc(C(=O)N/N=C/c2nc3ccccc3n2C)cc1	-6	.
116	Cc1ccc2nc(SCCC(=O)O)cc(C)c2c1	12	.
117	CCOc1ccccc1C1CC(c2ccc(Cl)cc2)Nc2nc(N)nn21 (centres undefined)	-8	2
118	Cc1ccnc(NS(=O)(=O)c2ccc(NC(=O)C3CCCCC3C(=O)O)cc2)n1 (centres undefined)	10	-4
119	COc1ccccc1-c1cc2nc(C)c(CCC(=O)NCc3ccco3)c(C)n2n1	7	-3
120	O=S1(=O)N=C(N2CCN(Cc3ccc4c(c3)OCO4)CC2)c2ccccc21	7	-10
121	CC(=O)c1cnc2c(-c3ccc(Cl)cc3)cnn2c1C	5	.
122	O=C(CSc1ccc(Cl)cc1Cl)N1CCC(c2nc3ccccc3s2)CC1	13	.
123	FC(F)(F)c1cccc(OCCOCCn2cncn2)c1	-6	4
124	Cn1c(=O)cc(OCC(=O)N2CCC(N3CCCCC3)CC2)c2ccccc21	5	-10
125	COC(=O)C1=C(C)C(c2ccc(OC)cc2)NC(=S)N1 (centres undefined)	11	.
126	CCOC(=O)c1c(C)[nH]c(O)c1C=Nc1ccc(C(F)(F)F)cc1	-7	.
127	CCOC(=O)C1=C(C)NC(=O)NC1c1cc2c(cc1Br)OCO2 (centres undefined)	11	-7
128	CC1CCN(S(=O)(=O)c2ccc(S(=O)(=O)N3CCN4CCCC4C3)cc2)CC1 (centres undefined)	.	-2
